# DT40 TDP1 no CPT = qHTS for Inhibitors of human tyrosyl-DNA phosphodiesterase 1 (TDP1): qHTS in cells in absence of CPT | Potency, µM (doses to about 46.2 µM), for the others: at the top dose activity change, negative = growth inhibition, actives largely listed as inhibitors | DT40 Tdp1-/- hTDP1 cells, no CPT, ATP luminescence, 48 h | actives 15% (n = 420,000); also: nearly all actives have a fitted effect of over 55% in size
#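 Chicken DT40 Tdp1-/- cells stably complemented with human TDP1 were seeded at 400 cells/well with DMSO in place of 20 nM camptothecin. After compound pinning, cells grew at least 48 hr at 37 °C; viability read by CellTiter-Glo luminescence.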
# GCN5L2 inh = GCN5L2 (KAT2A) acetyltransferase inhibition. actives 0.21% (n = 390,000). AID 504327. Potency, µM (doses to about 58.9 µM), without a hit: at the highest dose activity change, negative = inhibition, most hits filed as inhibitors. Q92830. GCN5L2 HAT assay, ThioGlo1 CoA-SH fluorescence
# Target sequence (Q92830 whole entry, looked up): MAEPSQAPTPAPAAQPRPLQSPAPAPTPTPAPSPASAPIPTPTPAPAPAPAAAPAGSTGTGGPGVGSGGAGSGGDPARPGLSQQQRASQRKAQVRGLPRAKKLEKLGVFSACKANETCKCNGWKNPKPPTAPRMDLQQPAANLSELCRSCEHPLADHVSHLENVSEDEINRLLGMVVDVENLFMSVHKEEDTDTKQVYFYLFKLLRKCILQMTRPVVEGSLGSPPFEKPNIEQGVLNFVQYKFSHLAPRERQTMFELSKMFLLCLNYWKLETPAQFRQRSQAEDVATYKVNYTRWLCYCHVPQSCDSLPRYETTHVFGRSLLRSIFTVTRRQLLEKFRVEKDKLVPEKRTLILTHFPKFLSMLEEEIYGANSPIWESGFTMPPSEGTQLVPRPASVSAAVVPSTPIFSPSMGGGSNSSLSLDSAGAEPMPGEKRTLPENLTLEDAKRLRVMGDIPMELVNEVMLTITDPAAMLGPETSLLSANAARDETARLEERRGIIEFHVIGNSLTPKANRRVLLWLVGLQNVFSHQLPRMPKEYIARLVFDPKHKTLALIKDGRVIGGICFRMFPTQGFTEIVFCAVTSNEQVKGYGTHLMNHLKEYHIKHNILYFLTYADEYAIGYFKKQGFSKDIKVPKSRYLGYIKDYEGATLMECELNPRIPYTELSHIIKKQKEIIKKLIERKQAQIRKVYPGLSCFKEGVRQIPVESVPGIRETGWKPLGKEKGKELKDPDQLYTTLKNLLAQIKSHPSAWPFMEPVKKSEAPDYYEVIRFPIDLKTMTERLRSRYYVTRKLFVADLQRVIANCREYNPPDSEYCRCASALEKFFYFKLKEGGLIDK
#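 Fluorescence readout, Ex340nm/Em540nm: ThioGlo1 (50uM final) reacts with free CoA thiol released as 20nM GCN5L2 acetylates H3(1-25) peptide (75uM) using acetyl-CoA (70uM). Compound and enzyme sat 15 min beforehand; 20 min room-temperature reaction.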
# TDP1 cell CPT = DT40-hTDP1 cell growth loss with CPT | Potency, µM (highest dose often 46.2 µM), for inactives: top-dose activity change, negative = growth inhibition, most hits filed as inhibitors | actives 12% (n = 420,000) | chicken DT40 Tdp1-/-;hTDP1 cells + 20 nM CPT, ATP luminescence, 48 h; also: nearly all actives have a fitted effect of over 55% in size
#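 Chicken DT40 Tdp1-/- cells stably complemented with human TDP1 were seeded at 400 cells/well in medium containing 20 nM camptothecin, exposed to pin-transferred compounds, and grown at 37 °C for at least 48 hr. Viability was read as ATP luminescence.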
# Starred values were filed as active, the others as inactive; ? = inconclusive; / = no result given. Calls follow the shape of the dose curve; as a rule, active = well fitted curve in the direction sought with a large enough effect; inconclusive = small, poorly fitted or top-dose-only effect, or another doubt; inactive = no such curve, though single readings can be large; an effect the other way counts as inactive or inconclusive. % is scaled to controls: 0 for no effect and ±100 for the full control effect; potency is read from the fitted curve at half-maximal effect. Not all compounds are listed. The share of hits here may be higher or lower than overall.
SMILES,DT40 TDP1 no CPT,GCN5L2 inh,TDP1 cell CPT
Cc1ccccc1-c1nc(NC2CC2)c2ccccc2n1,-27%,-8%,?
CN1C(=O)N(CC(=O)N2CCN(S(=O)(=O)Cc3ccccc3)CC2)C(=O)C12CCCCC2,?,-5%,?
Nc1cc(-c2cccc([N+](=O)[O-])c2)[nH]n1,1%,-6%,-11%
O=C(CC(=O)c1ccccc1)Nc1cc([N+](=O)[O-])ccc1Cl,-16%,-4%,-30%
Cc1ccc(-c2cc(C(=O)OCC(=O)N(C)C3CCS(=O)(=O)C3)c3ccccc3n2)o1 (centres undefined),?,?,-42%
COc1ccc2c(c1)[C@H]1[C@H](CO2)[C@H](c2ccccc2)[C@]2(C)C(=O)Nc3ccc(Cl)cc3C(=O)N12,?,/,18µM*
COc1ccc(C(=O)NCC(=O)N2CCN(C(=O)c3ccco3)CC2)cc1OC,-11%,-3%,1%
S=C(NCCCn1ccnc1)Nc1ccc(Cl)cc1Cl,-20%,-10%,-4%
CC(C)OCCCn1c(=NC(=O)c2ccncc2)c(C#N)cc2c(=O)n3ccccc3nc21,7%,?,-4%
CCOc1ccc(-c2cc(C(=O)NCCc3ccccc3)c3c(-c4ccc(C)cc4)[nH]nc3n2)cc1,15µM*,1%,12µM*

# Next section, starting with the last two of the part before.
SMILES,DT40 TDP1 no CPT,GCN5L2 inh,TDP1 cell CPT
CC(C)OCCCn1c(=NC(=O)c2ccncc2)c(C#N)cc2c(=O)n3ccccc3nc21,7%,?,-4%
CCOc1ccc(-c2cc(C(=O)NCCc3ccccc3)c3c(-c4ccc(C)cc4)[nH]nc3n2)cc1,15µM*,1%,12µM*
C[C@@H](NC(=O)C1(c2ccccc2)CCN(C(=O)OC(C)(C)C)CC1)C(=O)N[C@@H](Cc1ccccc1)C(=O)O,-8%,?,0%
CCOC(=O)[C@@H]1[C@H]2COc3ccccc3[C@H]2N2C(=O)N(c3cccc(Cl)c3)C(=O)[C@]12C,-10%,-7%,?
Cc1ccc(NC2=NC(c3ccc(O)cc3)n3c(nc(C)cc3=O)N2)cc1 (centres undefined),-4%,-5%,-21%
CSc1ccc(CNc2cccc3ccccc23)cc1,-15%,-12%,-18%
c1ccc2c(-c3ccc4nncn4c3)cncc2c1,?,/,?
CCCn1cc(CN2CCC(N3CCC(C(=O)N4CCOCC4)CC3)CC2)c(C)n1,-12%,-2%,-2%
CCOC(=O)C1CCN(c2c(C(=O)c3ccc(OC)cc3)cnc3ccccc23)CC1,16µM*,-11%,21µM*
CC(=O)Nc1sc2c(c1-c1nc3ccccc3s1)CCN(C(C)C)C2,2.6µM*,-14%,2.3µM*
Cc1nn(S(=O)(=O)c2cccs2)c(C)c1Sc1ccc([N+](=O)[O-])cc1,?,-8%,?
NC(=O)c1ccc(NC(=O)COC(=O)c2ccc3c(c2)OCCO3)cc1,?,-7%,-15%
O=C(c1ccccc1)C(Nc1cccc([N+](=O)[O-])c1)c1ccccc1 (centres undefined),?,/,?
C[N+](C)(C)CCCN(Cc1ccc2c(c1)OCO2)C(=O)NC1CCCCC1,3%,-7%,0%
COc1ccc(-n2cnc(=S)[nH]c2=S)cc1,0.33µM*,/,0.58µM*
CC1(C(=O)NS(=O)(=O)c2ccccc2)CCN1C(=O)C1(c2ccccc2)CCCC1 (centres undefined),-24%,/,-16%
O=C(Cc1ccccc1)Nn1cnc2ccccc21,-19%,-4%,-19%
COc1ccc(C(=O)Nn2cnnc2)cc1OC,-5%,28%,1%
CN(CCN1CCOCC1)C(=O)C1CCC(=O)N(Cc2ccc(Cl)cc2)C1 (centres undefined),-5%,/,-2%
Cc1cc(C)nc(-n2nc(C)cc2NC(=O)CNC2CCCCC2)n1,-16%,0%,-15%
CC(C)NS(=O)(=O)c1ccc(OCC(=O)N2CCCC2)cc1,-15%,-2%,-9%
CCOc1ccc(/C=C2/Sc3ccc(C(=O)NCC4CCCO4)cc3N(C)C2=O)cc1OC (centres undefined),?,-16%,?
COc1ccc(CCNC(=O)CC(C)(C)CC2=NS(=O)(=O)c3ccccc3N2)cc1OC,16%,-4%,-16%
CCCCn1c(N2CCCC2)nc2c1c(=O)[nH]c(=O)n2C,-19%,-2%,-15%
Cc1ccc(-n2nc(C(=O)N/N=C/c3cccc(C(F)(F)F)c3)c3ccccc3c2=O)cc1C,?,-7%,-22%
CC(c1ccccc1)n1c(-c2ccccc2F)n[nH]c1=S (centres undefined),-25%,-1%,-23%
O=c1c2ccccc2ncn1CCCSc1ccc(Cl)cc1,-8%,1%,-12%
COc1ccccc1CNc1nc(Oc2cccc(F)c2)c2sccc2n1,?,/,?
O=C(CN1CCC(O)(c2ccc3c(c2)OCO3)CC1)NC1CCCCC1,3%,3%,13%
CC(=O)Nc1cc2c(cc1[N+](=O)[O-])OCCO2,-4%,-10%,3%
O=C(Cn1nnc2ccccc21)C1CC1,-5%,2%,6%
CC(C)C[C@@H](CNCC(=O)[C@H](CC(C)C)NC(=O)c1[nH]cnc1C(=O)N[C@@H](C)CN)NC(=O)c1nc[nH]c1C(=O)N[C@@H](Cc1ccccc1)C(=O)O,-5%,/,?
COc1cc(NC(=O)c2cccnc2SC)cc(OC)c1OC,2%,-16%,13%
CCc1nnc(NC(=O)CSc2nc3c([nH]c4ccccc43)c(=O)n2CCOC)s1,-23%,2%,-4%
COc1cc(C(=O)NNC(=O)Cc2ccc(S(=O)(=O)N3CCOCC3)s2)cc(OC)c1OC,-2%,-2%,-22%
O=C(NCCN1CCN(c2cccc(Cl)c2)CC1)C1COc2ccccc2C1 (centres undefined),?,0%,?
COc1ccc(C2/C=C\CN(S(=O)(=O)c3cccc4cccnc34)CC(=O)N2Cc2ccc(F)cc2)cc1 (centres undefined),?,-11%,?
CC(C)C[C@@H](CNCC(=O)[C@H](C)NC(=O)c1[nH]cnc1C(=O)N[C@@H](C)CN)NC(=O)c1nc[nH]c1C(=O)N[C@@H](Cc1ccccc1)C(=O)O,-10%,/,-5%
CC(O)[C@H]1CNCCN1CCc1cccc2ccccc12 (some centres undefined),?,-1%,-27%
CCN(CC)c1nn2c(=O)c(C(=O)NCCc3ccccc3)cnc2s1,?,2%,?
COc1ccc(/C=C(\C#N)C(=O)OCC(=O)NC(=O)NCCC(C)C)cc1,-1%,1%,-27%
O=C(CC(Cc1ccccc1)c1ccco1)NC1CCCCC1 (centres undefined),-16%,-6%,-13%

# Structural class, the entries above containing a cyano group (2)
SMILES,DT40 TDP1 no CPT,GCN5L2 inh,TDP1 cell CPT
CC(C)OCCCn1c(=NC(=O)c2ccncc2)c(C#N)cc2c(=O)n3ccccc3nc21,7%,?,-4%
COc1ccc(/C=C(\C#N)C(=O)OCC(=O)NC(=O)NCCC(C)C)cc1,-1%,1%,-27%

# Going on with the list.
SMILES,DT40 TDP1 no CPT,GCN5L2 inh,TDP1 cell CPT
COc1cc(C2C(C(C)=O)=C(O)C(=O)N2CCc2ccc(OC)c(OC)c2)ccc1O (centres undefined),1%,-4%,7%
O=C(c1ccc(Cl)c([N+](=O)[O-])c1)N1CCN(C(=O)c2ccco2)CC1,-29%,0%,-10%
COc1ncnc2c1ncn2CCCN1CCN(Cc2ccc(C)cc2)CC1,-8%,/,9%
O=C(O)COc1ccc(Br)cc1/C=N/O,-6%,-9%,4%
Cc1ccnc(NC(=O)Cc2ccc(F)cc2)n1,-2%,16%,11%
Cc1c(N=Cc2c(O)n(C3CCCCC3)c(=O)[nH]c2=O)c(=O)n(-c2ccccc2)n1C,-24%,-1%,-17%
COC(=O)COc1cccc2c(=O)n(CC(=O)Nc3ccc4c(c3)OCCO4)ccc12,-13%,-26%,-15%
CCOc1ccc(NC(=O)CCS(=O)(=O)c2cccc3nsnc23)cc1,-16%,-5%,4%
CCc1ccc(C2C(C#N)=C(N)OC3=C2C(=O)CCC3)s1 (centres undefined),-8%,-4%,-16%
O=C(Nc1ccc(O)cc1)c1ccc(NC(=O)c2cccs2)cc1,?,-23%,?
CCOc1ccc(-c2nnc3ccc(SCC(=O)Nc4nc5ccccc5s4)nn23)cc1,18µM*,-8%,?
COc1cccc(CNCc2cccn2-c2nnc(N3CCN(c4ccccc4)CC3)s2)c1,?,18%,?
CN1c2ccccc2-c2nc(SCC(=O)Nc3ccccc3)ncc2S1(=O)=O,18µM*,0%,?
CCN(CC)S(=O)(=O)c1ccc(N2CCCC2)c(NC(=O)CN2C(=O)NC3(CCCC3)C2=O)c1,2%,2%,3%
O=C(Cc1cccs1)Nc1ccc(C(=O)O)cc1,6%,-4%,-1%
CCC1CCCCN1CCCNC(=O)c1cn(CC)c2ccc(S(=O)(=O)N3CCc4ccccc4C3)cc2c1=O (centres undefined),?,-1%,?
O=C(COC(=O)Cc1n[nH]c(=O)c2ccccc12)Nc1ccc(Cl)cn1,2%,-1%,-22%
COc1ncc(-c2ccc(N3C(c4ccc([N+](=O)[O-])cc4)=Cc4ccccc4C3CC(C)=O)cc2)cn1 (centres undefined),?,/,?
Cc1c(N2C(=O)CSC2c2ccccc2)c(=O)n(-c2ccccc2)n1C (centres undefined),0%,-4%,16%
COc1cc(CNC(=O)c2cc(-c3cc(F)ccc3OC(C)C)n[nH]2)cc(OC)c1,?,/,16µM*

# Part of the list above in a different format.
# Results follow in this order: DT40 TDP1 no CPT, GCN5L2 inh, TDP1 cell CPT
- O=c1c2ccccc2ncn1CCCSc1ccc(Cl)cc1
→ -8%, 1%, -12%
- CCOc1ccc(-c2cc(C(=O)NCCc3ccccc3)c3c(-c4ccc(C)cc4)[nH]nc3n2)cc1
→ 15µM*, 1%, 12µM*
- O=C(NCCN1CCN(c2cccc(Cl)c2)CC1)C1COc2ccccc2C1 (centres undefined)
→ ?, 0%, ?
- S=C(NCCCn1ccnc1)Nc1ccc(Cl)cc1Cl
→ -20%, -10%, -4%
- Cc1ccc(-n2nc(C(=O)N/N=C/c3cccc(C(F)(F)F)c3)c3ccccc3c2=O)cc1C
→ ?, -7%, -22%

# Next section.
SMILES,DT40 TDP1 no CPT,GCN5L2 inh,TDP1 cell CPT
COc1ccc(N2CCCCn3c2nc2c3c(=O)[nH]c(=O)n2C)cc1,-12%,-5%,0%
C#CC1(O)CC(C)NCC1(C)CCC#N (centres undefined),-3%,2%,15%
Cc1ccccc1Oc1ccc(NC(=O)C2CC=CCC2C(=O)O)cc1 (centres undefined),6.5µM*,2%,15µM*
CCc1nc2ccccc2n1CCC(=O)O,0%,-1%,-12%
O=C(CN1C(=O)NC2(CCCC2)C1=O)N1CCN(S(=O)(=O)c2cc(Cl)ccc2Cl)CC1,?,2%,-21%
CSC1=NCCN1C(=O)c1ccc(S(=O)(=O)N2CCOCC2)cc1,-6%,-6%,-13%
CNC(=O)CSc1nc2cc(S(=O)(=O)Nc3ccc(OC)cc3)ccc2o1,-8%,/,-6%
O=C1CC(c2ccccc2)CC(=O)N1c1ccc(C(F)(F)F)cc1,-12%,-11%,-7%
CCN(CC(=O)Nc1ccccc1OC)C(=O)CSCC(=O)Nc1ccc(OC)cc1,-7%,2%,-1%
O=C(CN1N=C(c2ccc(Cl)cc2)CCC1=O)NCCc1ccccc1,?,3%,?
CN(C)CCN(Cc1ccco1)C(=O)c1oc2ccccc2c1NC(=O)COc1ccccc1,-1%,-2%,?
Fc1ccc(/C=N/n2cnn(Cc3ccccc3Cl)c2=S)cc1,-30%,-20%,-20%
Cc1ccc(Oc2ccc3c(c2)C(=O)N(c2cccc4cccnc24)C3=O)cc1,-8%,-9%,-6%
CCc1nnc(NC(=O)CSc2nnc(C)n2Cc2ccccc2)s1,-27%,0%,-28%
CCOc1ccc(NS(=O)(=O)c2ccc(NS(=O)(=O)c3cccs3)cc2)cc1,-20%,-6%,0%
Clc1ccccc1Cn1nnc(-c2cccs2)n1,?,-8%,-28%
O=C(N/N=C/c1cccc(O)c1)c1cc(-c2ccccc2)nc2ccccc12,?,?,2.3µM*
COc1cc(C(=O)O)cc(NC(=O)c2cccs2)c1OC,-12%,-3%,2%
CC1(C(=O)NS(=O)(=O)C2CC2)CCCN(C(=O)Cc2ccc3ccccc3c2)C1 (centres undefined),10µM*,/,9.2µM*
CCc1cc2cc(C)cc(C)c2nc1SCC(=O)N1CCCC1,?,-9%,29µM*
COc1ccc(S(=O)(=O)N2CCOCC2)c(C)c1C,1%,-3%,-11%
Cc1nnc(SCC(=O)N2CCN(c3ccccc3F)CC2)n1C1CC1,-24%,-5%,-1%
COc1ccc(S(=O)(=O)NCC(c2ccc(N(C)C)cc2)N2CCc3ccccc32)cc1OC (centres undefined),-28%,19%,-12%
CN(Cc1ccccc1)C(=O)COC(=O)C1CCN(S(=O)(=O)c2ccc(Cl)c(C(F)(F)F)c2)CC1,?,-3%,-29%
Cc1cc(C)cc(CC(=O)N2CCC2(C)C(=O)NS(=O)(=O)Cc2ccccc2)c1 (centres undefined),-8%,/,9%
CSc1ccc(C(=O)C2CCCN(C(=O)CCc3cnn(C)c3)C2)cc1 (centres undefined),?,-8%,?

# Screens (PubChem BioAssay)
